p53 reactivation: restores transcriptional activity of mutant p53 | H1299 p53-A138V BP100-luciferase reporter, luminescence, 24 h | Potency, µM (doses to about 92.2 µM), without a hit: at the highest dose activity change, positive = activation, most hits filed as activators | 0.063% of 320,000 active | AID 504706; note: potency is the fitted concentration of half-maximal effect; % of control where 0% means no effect; nearly all actives have a fitted effect of over 45% in size
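p53-null H1299 cells stably carrying temperature-sensitive p53-A138V and a BP100-luciferase reporter were pinned with compounds (4-point, 1:5 series) and held 24 hrs at 37 deg C. Luminescence was read 10 min after detection reagent.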
TCR activator: activators of T cell receptors. primary human leukocytes, anti-CD3, IL-2 HTRF, 48 h. Potency, µM (series often up to 9.22 µM), inactives show top-dose activation of IL-2 secretion, hits mostly activators. 330,000 tested, under 10 active; note: % of control where 0% means no effect
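Primary human leukocytes incubated 48 hr with anti-CD3 beads plus compound, without co-stimulation. Secreted IL-2 measured by HTRF (europium cryptate/d2 anti-IL-2 pair, 320 nm excitation, 665 nm emission).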
CXXC DNA block: blocks binding of human MLL CXXC domain to DNA | Q03164 | MLL-CXXC / FITC-HOXA9 DNA fluorescence polarization | Potency, µM (highest dose often 115 µM), for inactives: top-dose activity change, negative = inhibition, usual class: inhibitors | 0.037% of 290,000 active; active = well fitted inhibition curve with a large enough effect in the polarisation, with a control signal flat, not every such curve was filed as active; inconclusive = small, poorly fitted or top-dose-only effect, or effect the other way, or a change in a side signal; inactive = no such curve, though single readings can be large or run the other way; the % refers to the polarisation; note: potency is the fitted concentration of half-maximal effect
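Fluorescence polarization: 7 uM MLL-CXXC (stock) preincubated 5 min with compounds, then 50 nM fluorescein-HOX-A9 DNA (stock) added; 30 min ambient. Buffer 50 mM Tris-HCl pH 7.5, 50 mM NaCl, 1 mM DTT, 0.05% BSA.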
B2AR arrestin: recruits beta-arrestin to the human beta2-adrenergic receptor; beta-arrestin recruitment to beta2AR, cell-based reporter; P07550; Potency, µM (highest dose often 46.1 µM), inactives show at the highest dose activation, actives largely listed as activators; 0.02% of 330,000 active;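 note: potency is the fitted concentration of half-maximal effect; 0% = DMSO controls and full agonism = EC100 isoproterenol or metaproterenol; nearly all actives have a fitted effect of over 65% in size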
Target sequence (P07550 whole entry, looked up): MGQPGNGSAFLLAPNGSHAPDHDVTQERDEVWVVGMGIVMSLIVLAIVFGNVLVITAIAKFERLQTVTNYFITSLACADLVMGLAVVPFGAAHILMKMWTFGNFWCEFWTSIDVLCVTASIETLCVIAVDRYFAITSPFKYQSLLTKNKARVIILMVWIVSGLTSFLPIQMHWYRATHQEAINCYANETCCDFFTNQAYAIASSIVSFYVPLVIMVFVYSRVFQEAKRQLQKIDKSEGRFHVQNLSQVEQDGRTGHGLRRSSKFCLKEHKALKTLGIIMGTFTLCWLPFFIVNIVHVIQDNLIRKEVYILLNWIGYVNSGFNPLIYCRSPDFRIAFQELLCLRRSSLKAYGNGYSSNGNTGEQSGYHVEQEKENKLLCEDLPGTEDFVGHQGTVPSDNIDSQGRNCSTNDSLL
PTAP TSG101 blk: blocks PTAP/TSG101 interaction to inhibit HIV-1 budding | Q99816 | Fluorescence polarization, FITC-PTAP peptide / Tsg101 binding | Potency, µM (top dose mostly 115 µM), without a hit: top-dose activity change, negative = inhibition, actives largely listed as inhibitors | 340,000 tested, under 10 active | AID 493005; active = well fitted inhibition curve with a large enough effect in the main read-out, with a control signal flat, not every such curve was filed as active; inconclusive = small, poorly fitted or top-dose-only effect, or effect the other way, or a change in a side signal; inactive = no such curve, though single readings can be large or run the other way; note: potency is the fitted concentration of half-maximal effect; % of control where 0% means no effect
Target sequence (Q99816 whole entry, looked up): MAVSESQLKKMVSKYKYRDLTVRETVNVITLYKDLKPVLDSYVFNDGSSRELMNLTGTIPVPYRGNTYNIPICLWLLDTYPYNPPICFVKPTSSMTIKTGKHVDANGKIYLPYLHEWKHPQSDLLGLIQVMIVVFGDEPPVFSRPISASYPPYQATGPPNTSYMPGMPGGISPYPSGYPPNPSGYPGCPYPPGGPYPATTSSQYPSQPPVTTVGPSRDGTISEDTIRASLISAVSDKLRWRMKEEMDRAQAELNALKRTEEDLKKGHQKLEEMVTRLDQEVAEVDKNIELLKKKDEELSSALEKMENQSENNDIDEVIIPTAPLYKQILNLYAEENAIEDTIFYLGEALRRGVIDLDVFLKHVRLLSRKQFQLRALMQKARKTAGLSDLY
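Tsg101 binding domain (10 uM final) was mixed with compound and a FITC-labeled PTAP peptide (50 nM final) in HEPES pH 7.5 buffer with NaCl, Tween 20, EDTA and TCEP; fluorescence polarization was read after 20 min at r.t.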
ELG1 repair inh: blocks ELG1-dependent DNA repair in HEK293T cells | HEK293T ELG1-luciferase reporter, luminescence, 16 h; DNA damage induced by 5-fluorouridine | Potency, µM (titrated, usually from 46.1 µM), inactives show at the top dose activity change, negative = inhibition, actives largely listed as inhibitors | 2.3% of 330,000 active | AID 504467; note: potency is the fitted concentration of half-maximal effect; % is set by controls: 0 for no effect and ±100 for the full control effect; nearly all actives have a fitted effect of over 55% in size
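5-Fluorouridine DNA damage + compound/DMSO, 2,000 cells/well, 16 h, 37 °C/5% CO2. ONE-Glo, 30 min RT, luminescence. Readout = decrease in reporter signal.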
BRCA1 expr up: activators of BRCA1 expression; 1.1% of 380,000 active; Potency, µM (titrated, usually from 46.1 µM), for the others: top-dose activation, hits mostly activators; AID 624202; MCF7-BRCA1-FFLuc reporter, luminescence, 48 h; response scale: scaled: vehicle 0%, 10 µM genistein 100%; note: potency is the fitted concentration of half-maximal effect; nearly all actives have a fitted effect of over 80% in size; some results filed as inactive show a strong effect at the top dose
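Quantitative HTS in MCF7 cells stably reporting BRCA1 expression via firefly luciferase. Compound treatment lasts 48 h at 37 °C in phenol-red free MEM. Activation is expressed relative to genistein at 10 microM and DMSO.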
A-T KAP1 phos: candidate therapy for ataxia-telangiectasia; […] A-T fibroblasts, KAP-1 phosphorylation AlphaLISA; neocarzinostatin DNA damage 30 min before lysis; Potency, µM (doses to about 57.5 µM), without a hit: top-dose activation, most hits filed as activators; 0.19% of 320,000 active; AID 485349; note: potency is the fitted concentration of half-maximal effect; % of control where 0% means no effect; nearly all actives have a fitted effect of over 45% in size
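ATM-like activity read as KAP-1 phosphorylation via AlphaLISA donor/acceptor antibody pairs after lysis and 6 hr at 25C. Cells were ATM-null patient fibroblasts ([…], hTERT), dosed 60 min, then exposed to the DSB inducer NCS for 30 min.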
TRPV1 ag: human TRPV1 agonism; Q8NER1; TRPV1-expressing cells, Fluo-8 calcium influx, agonist mode; activation, % at 8.33 µM; 0.19% of 320,000 active; AID 540275; in the data active = activation above about 80%; inconclusive = between about 30% and that limit; note: 0% is about no effect
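Fluo-8 calcium influx in TRPV1-expressing cells, kinetic read (ex 480/em 520 nm). Compound added and read 3 min for agonist activity, followed by capsaicin at EC20 final and 2 min further read for enhancement.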
Integrin act MD: activators of alpha7 integrin expression for muscular dystrophy. alpha7betagal myoblasts, beta-gal FDG fluorescence, 48 h. Potency, µM (doses to about 38.3 µM), for inactives: top-dose activation, usual class: activators. 0.064% of 350,000 active. AID 624291;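 note: potency is the fitted concentration of half-maximal effect; 100% = response of the positive control SU9516; nearly all actives have a fitted effect of over 60% in size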
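alpha7betagal+/- myoblasts (passage 13, 250/well) treated 48 h at 37C with compounds at 1:260 dilution of DMSO stock. Lysed, then beta-galactosidase activity read as FDG fluorescence (ex 480/em 540) after 30 min, with pre-read for autofluorescence.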
Active calls of the source: *; ? = inconclusive; nt = no result given; [ ] = remark or other dose. Unless noted, calls come from the whole dose curve; as a rule, active = well fitted curve in the direction sought with a large enough effect; inconclusive = small, poorly fitted or top-dose-only effect, or another doubt; inactive = no such curve, though single readings can be large; an effect the other way counts as inactive or inconclusive.

structure	A-T KAP1 phos	B2AR arrestin	CXXC DNA block	TCR activator	p53 reactivation	ELG1 repair inh	Integrin act MD	PTAP TSG101 blk	TRPV1 ag	BRCA1 expr up
O=C(/C=C/c1ccc([N+](=O)[O-])s1)N1CCCCC1	5%	0.4%	-4%	nt	?	?	-64%[inhibitor]	0%	?	-78%
Cc1cc2cc(CCNC(=O)CCCc3ccccc3)c(=O)[nH]c2cc1C	-7%	0.0%	7%	5%	3%	1%	1%	1%	-4	0%
CCC(=O)Nc1ccc2nc(SCC(=O)N3CCCC3)sc2c1	12%	0.2%	3%	3%	5%	?	-17%	-5%	0	-1%
Cc1cc(C)nc(N/N=C2/CCCC/C2=C\c2ccccc2)n1	-7%	0.1%	0%	-3%	1%	2.3µM*	-19%	2%	16	-77%
c1ccc(-c2csc(N3CCc4ccccc4C3)n2)cc1	15%	-0.6%	-4%	-1%	?	?	8%	0%	5	-64%
O=C1/C(=C\c2ccccn2)SC(=S)N1Nc1ncc(C(F)(F)F)cc1Cl	-2%	-0.3%	-17%	5%	1%	10%	-17%	1%	0	1%
CCOc1cc(/C=N/NC(=O)c2nn(C)cc2Br)ccc1OCc1ccccc1Cl	1%	-3.1%	2%	-2%[46.1 µM]	-18%	?	0%	0%	2	-63%
O=[n+]1cc(-c2ccccc2)n([O-])c2c1CCC2	-1%	-0.2%	-3%	3%	-5%	6%	13%	-1%	0	-12%
O=C(Nc1nccs1)c1cc(Cl)ccc1[N+](=O)[O-]	-1%	-0.5%	?	-4%[46.1 µM]	16%	-5%	-5%	-1%	-1	-33%
CCCCCC(=O)N1CC2(CC(c3cccc(NC(=O)CC)c3)=NO2)C[C@H]1C(N)=O (stereo not given in full)	6%	-0.9%	-6%	4%	1%	2%	9%	-3%	3	5%
O=[N+]([O-])c1cc(-c2ccc(/C=N/n3cnnc3)o2)ccc1Cl	3%	-0.9%	10%	nt	-5%	-6%	18%	1%	-2	-15%
O=C1C=C(c2cccc3c2oc2ccccc23)CCC1	nt	nt	nt	8%	nt	nt	-34%	0%	nt	-21%
O=c1c2ccccc2[nH]c(=S)n1CCCN1CCC(Cc2ccccc2)CC1	11%	0.4%	-2%	3%	-5%	-20%	-16%	-6%	1	-29%
O=C(/C=C/c1ccc(Br)o1)NC(c1ccccc1)c1ccccc1	6%	-0.4%	8%	?	7%	1%	24%	1%	7	-38%
S=C(NCCCNC(=S)Nc1ccccc1)Nc1ccccc1	-4%	-0.3%	0%	0%[46.1 µM]	11%	-1%	-25%	-1%	0	-19%
Cc1ccc2nc(NC(=O)[C@H](C)N3C(=O)C4CC=CCC4C3=O)sc2c1 (stereo not given in full)	-23%	-0.9%	-8%	0%	4%	?	8%	-1%	30	-59%
COc1ccc(N(CC(=O)NC2CC3CCC2C3)S(=O)(=O)c2ccc(C)cc2)cc1 (stereo not given)	2%	0.6%	5%	6%	16%	-7%	9%	-2%	13	-23%
O=C(Nc1nc(-c2ccccn2)cs1)c1ccc(Br)s1	3%	0.1%	29%	-3%	12%	-3%	-35%[inhibitor]	26%	?	-60%
N#Cc1c2n(c(=O)[nH]c1=O)CCCCC2	nt	-0.7%	-8%	-3%[46.1 µM]	3%	-1%	25%	-7%	-2	-10%
Cc1cc(C)n(-c2nc3c(c(=O)[nH]c(=O)n3C)n2CC(O)COc2ccc(Cl)cc2Cl)n1 (stereo not given)	-2%	-0.3%	-6%	1%[46.1 µM]	6%	-8%	-6%	-8%	1	-90%
COc1ccc([C@@H]2CC=C(C(=O)O)[C@H](c3ccc(Br)cc3)N2S(=O)(=O)c2ccccc2C)cc1	7%	-0.1%	nt	0%	1%	1%	-27%	-5%	nt	-5%
COc1ccc(-c2csc(N3CCN(c4cc(C)nc5ccccc45)CC3)n2)cc1OC	-1%	-0.3%	-4%	1%	-11%	8.2µM*	-24%	-2%	-1	-91%
Cc1cc(NC(=O)CCC(=O)N(CC(=O)NC2CCCC2)c2cccc(F)c2)no1	17%	-0.8%	-7%	4%	1%	18%	9%	-2%	-5	1%
COc1ccc(CCN2C(=O)c3[nH]nc(-c4ccccc4O)c3C2c2cccc(O)c2)cc1OC (stereo not given)	2%	-0.6%	8%	6%	-13%	18µM*	-1%	-1%	-2	-35%
Cc1ccc(Cn2ccc(O)c(Cc3ccccc3)c2=O)cc1	-2%	0.3%	5%	-5%	-4%	5%	2%	28%	4	5%

Looked up one by one from the list above, 2 records:
structure	A-T KAP1 phos	B2AR arrestin	CXXC DNA block	TCR activator	p53 reactivation	ELG1 repair inh	Integrin act MD	PTAP TSG101 blk	TRPV1 ag	BRCA1 expr up
CCC(=O)Nc1ccc2nc(SCC(=O)N3CCCC3)sc2c1	12%	0.2%	3%	3%	5%	?	-17%	-5%	0	-1%
O=C1/C(=C\c2ccccn2)SC(=S)N1Nc1ncc(C(F)(F)F)cc1Cl	-2%	-0.3%	-17%	5%	1%	10%	-17%	1%	0	1%

Other entries:
structure	A-T KAP1 phos	B2AR arrestin	CXXC DNA block	TCR activator	p53 reactivation	ELG1 repair inh	Integrin act MD	PTAP TSG101 blk	TRPV1 ag	BRCA1 expr up
COc1ccc2cc(C(=O)c3ccccc3)c(=O)oc2c1	-1%	-0.1%	-2%	-9%	?	?	10%	-9%	0	74%
CCOC(=O)c1sc2nc(CC(C)C)c3c(c2c1N)CCC3	7%	-0.6%	0%	2%[46.1 µM]	3%	4%	24%	-3%	3	-7%
Cc1nc(SCC#N)c2c(C)c(C)sc2n1	-1%	-1.3%	6%	1%	0%	2%	-13%	-2%	2	62%
Cc1ccc2nc(NS(=O)(=O)c3cn(C)nc3C)sc2c1	20%	-0.1%	13%	1%	-12%	?	0%	-5%	6	34%
O=C(NC1CCCC1)C(c1ccc(N2CCOCC2)cc1)N(Cc1ccccc1)C(=O)c1ccco1 (stereo not given)	3%	3.4%	1%	1%	9%	-13%	-25%	-2%	0	-9%
CCOC(=O)c1ccc(NC(=O)c2nc[nH]c2C(=O)NCCCCCNC(=O)OC(C)(C)C)cc1	-14%	-1.1%	-20%	-8%	0%	16µM*	-4%	-3%	5	-20%
Cc1ccc(OCC(=O)Nc2ccc(Cl)cc2)c([N+](=O)[O-])n1	16%	-0.5%	nt	5%	?	?	-5%	-2%	19	11µM*
COC(=O)[C@H]1C2CCC(C(=O)OC)(CC2)[C@H]1C(=O)OC	0%	-0.1%	8%	-6%	-1%	-2%	52%	-2%	2	-1%
COc1cccc(NC(=O)CN(C)C(=O)c2ccc(COc3ccccc3)cc2)c1	5%	0.8%	nt	-5%	5%	?	-18%	-2%	8	7%
Cn1c(N2CCC(C(N)=O)CC2)nc2c1c(=O)n(Cc1cccc(Br)c1)c(=O)n2C	-5%	-0.2%	13%	-13%	-5%	-9%	-7%	-3%	21	-3%
COc1cc(OC)c(N(C)C(=O)CCNC(=O)Cn2cnc3ccccc3c2=O)cc1Cl	-2%	-0.1%	13%	nt	-4%	-2%	11%	-2%	-19	1%
COc1ccc(C)cc1S(=O)(=O)Nc1cc2c3c(c1)CCC(=O)N3CCC2	12%	0.3%	nt	0%	-6%	?	5%	-1%	0	-34%
COc1ccccc1/C=C1\SC(=O)N(CC(=O)N(C)C2CCS(=O)(=O)C2)C1=O (stereo not given)	-3%	0.1%	3%	-5%	-3%	16%	1%	-2%	-1	4%
Cc1cccc(N2CCN(CCCNC(=O)C3CCCN(c4ncnc5c4nc4n5CCCCC4)C3)CC2C)c1 (stereo not given)	-5%	-0.4%	?	2%	11%	12µM*	-20%	-2%	6	-34%
CSCCC(NC(=O)c1cccc(C)c1)C(=O)OCN1C(=O)c2ccccc2C1=O (stereo not given)	0%	-0.1%	nt	0%	-2%	26%	-1%	-7%	3	-8%
CNC1=CC(=O)CC(c2ccccc2)C1 (stereo not given)	1%	-0.1%	6%	3%	3%	-6%	-2%	-1%	1	-3%
CN1/C(=C/C(=O)CSc2ccccc2C(=O)O)C(C)(C)c2ccccc21	32%	-0.1%	3%	6%	1%	-4%	0%	1%	-5	-11%
CCn1c(CNC(=O)c2ccco2)nnc1SCC(=O)Nc1ccccc1Cl	-5%	-0.6%	18%	-3%	3%	-6%	16%	1%	-3	15%

Screens from PubChem.
